G9a inh = G9a (human) methyltransferase inhibition; G9a H3K9 monomethylation, AlphaScreen, 2 h; Potency, µM (titrated, usually from 102 µM), inactives show at the highest dose activity, negative = inhibition, most hits filed as inhibitors; actives 8.8% (n = 350,000); also: potency is read from the fitted curve at half-maximal effect; % is scaled to controls: 0 for no effect and ±100 for the full control effect; nearly all actives have a fitted effect of over 75% in size
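G9a (20 nM) preincubated 15 min RT with compounds, then 500 nM biotinylated H3K9 peptide and 20 uM SAM added; 2 h RT reaction. Monomethyl-H3K9 product detected by AlphaScreen with anti-H3K9me1 antibody, streptavidin donor and anti-rabbit IgG acceptor beads.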
Pin1 inhibitor = blocks the human prolyl isomerase Pin1; Q13526; Pin1 FP peptide displacement, HiFluor488, 10 min; Potency, µM (series often up to 115 µM), inactives show at the top dose activity, negative = inhibition, hits mostly inhibitors; actives 0.009% (n = 390,000); active = well fitted inhibition curve with a large enough effect in the polarisation, with a control signal flat, not every such curve was filed as active; inconclusive = small, poorly fitted or top-dose-only effect, or effect the other way, or a change in a side signal; inactive = no such curve, though single readings can be large or run the other way; the % refers to the polarisation; also: potency is read from the fitted curve at half-maximal effect; % is scaled to controls: 0 for no effect and ±100 for the full control effect
Target sequence (Q13526 whole entry, looked up): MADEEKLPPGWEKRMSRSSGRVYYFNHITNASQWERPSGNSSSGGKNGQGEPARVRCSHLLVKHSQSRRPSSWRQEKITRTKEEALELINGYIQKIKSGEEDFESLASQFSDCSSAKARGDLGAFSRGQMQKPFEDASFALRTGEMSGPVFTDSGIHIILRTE
PGK inhibitor = inhibitors of T. brucei phosphoglycerate kinase; P07378; PGK/GAPDH coupled, Kinase-Glo luminescence, 60 min; Potency, µM (top dose mostly 57.5 µM), inactives show at the highest dose activity change, negative = inhibition, usual class: inhibitors; actives 0.043% (n = 380,000); AID 602233; also: potency is read from the fitted curve at half-maximal effect; % is scaled to controls: 0 for no effect and ±100 for the full control effect; nearly all actives have a fitted effect of over 60% in size
Target sequence (P07378 whole entry, looked up): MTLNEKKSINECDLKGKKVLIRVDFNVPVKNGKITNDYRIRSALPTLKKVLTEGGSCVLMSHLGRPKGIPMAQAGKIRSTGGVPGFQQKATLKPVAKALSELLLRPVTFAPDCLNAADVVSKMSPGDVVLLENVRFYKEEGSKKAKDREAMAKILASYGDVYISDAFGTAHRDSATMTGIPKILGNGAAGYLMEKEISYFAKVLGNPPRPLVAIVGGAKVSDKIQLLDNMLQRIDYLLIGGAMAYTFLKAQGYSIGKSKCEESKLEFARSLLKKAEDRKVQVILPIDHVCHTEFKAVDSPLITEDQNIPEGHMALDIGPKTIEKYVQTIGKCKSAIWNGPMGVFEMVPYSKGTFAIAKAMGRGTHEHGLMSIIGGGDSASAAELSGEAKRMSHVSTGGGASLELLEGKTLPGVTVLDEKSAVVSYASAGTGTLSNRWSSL
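Recombinant glycosomal PGK reaction used 1,3-bisphosphoglycerate generated in-well by GAPDH (100nM final) in 100mM TEA pH 7.6, 5mM MgCl2, 0.01% Tween-20. After 60 minutes at room temperature, ATP was read by Kinase-Glo Plus luminescence end-point.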
GLS inhibitor = blocks human kidney-isoform glutaminase activity | O94925 | GLS enzymatic activity, qHTS titration | Potency, µM (highest dose often 45.5 µM), inactives show top-dose activity change, negative = inhibition, actives largely listed as inhibitors | actives 0.21% (n = 410,000); also: potency is read from the fitted curve at half-maximal effect; % is scaled to controls: 0 for no effect and ±100 for the full control effect
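Two-point fluorescence kinetic (t0, 30 min RT) for hKGA; glutamate detected via glutamate oxidase–HRP–Amplex Red. Substrate: 1 mM L-glutamine solution; buffer 45 mM KH2PO4, pH 8.2.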
HP1b chromo inh = HP1-beta chromodomain-methylated histone interaction inhibition | P83916 | AlphaScreen HP1-beta / biotin-H3K9me3 peptide binding | Potency, µM (top dose mostly 114 µM), without a hit: at the highest dose activity change, negative = inhibition, most hits filed as inhibitors | actives 0.56% (n = 390,000) | AID 540317; also: potency is read from the fitted curve at half-maximal effect; nearly all actives have a fitted effect of over 70% in size; inactives centre near 23
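Compound inhibition of the preformed complex between 50 nM HP1-beta and 50 nM biotinylated H3K9me3 peptide was read by AlphaScreen. Buffer was PBS pH 7.4 with 0.01% Tween-20. Incubations ran 30 min at room temperature, with 10 ug/mL donor/acceptor beads.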
ERG-DNA inh = ERG Ets/DNA interaction inhibition; P11308; fluorescence polarization, His-ERG Ets domain / labelled DNA; Potency, µM (series often up to 76.9 µM), inactives show at the highest dose FP activity, negative = inhibition, usual class: inhibitors; actives 0.028% (n = 370,000); AID 624246; active = well fitted inhibition curve with a large enough effect in the polarisation, with a control signal flat; inconclusive = small, poorly fitted or top-dose-only effect, or effect the other way, or a change in a side signal; inactive = no such curve, though single readings can be large or run the other way; the % refers to the polarisation;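 also: polarization taken with two DNA probes labelled with fluorescein and Texas red; potency is read from the fitted curve at half-maximal effect; % of control where 0% means no effect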
Target sequence (P11308 whole entry, looked up, the tested form may be a part): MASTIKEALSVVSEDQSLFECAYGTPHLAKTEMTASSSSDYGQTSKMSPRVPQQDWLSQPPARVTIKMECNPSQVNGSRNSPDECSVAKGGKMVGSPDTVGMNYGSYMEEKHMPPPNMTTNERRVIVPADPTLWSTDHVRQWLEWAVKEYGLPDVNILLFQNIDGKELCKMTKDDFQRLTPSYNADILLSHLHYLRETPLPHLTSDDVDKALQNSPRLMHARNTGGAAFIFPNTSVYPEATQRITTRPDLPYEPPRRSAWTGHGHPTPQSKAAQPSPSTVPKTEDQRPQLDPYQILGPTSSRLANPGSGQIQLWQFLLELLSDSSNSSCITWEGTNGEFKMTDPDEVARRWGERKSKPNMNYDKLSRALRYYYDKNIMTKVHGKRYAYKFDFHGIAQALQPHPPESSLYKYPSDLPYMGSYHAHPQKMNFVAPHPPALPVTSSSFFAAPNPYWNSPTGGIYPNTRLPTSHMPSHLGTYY
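His-tagged ERG Ets domain (1 uM in the protein solution; 300mM KCl, 50mM Tris-HCl, 1mM EDTA, 1mM DTT, pH 7.5) received compound, then a probe mix of 5 nM fluorescein-DNA and 100nM Texas-615-DNA. Fluorescence polarization was read for both dyes.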
BAZ2B block = BAZ2B (human) inhibition; Q9UIF8; actives 4.4% (n = 360,000); AID 504333; Potency, µM (titrated, usually from 114 µM), without a hit: at the highest dose activity change, negative = inhibition, most hits filed as inhibitors; AlphaScreen BAZ2B-H3K14Ac peptide displacement; also: potency is read from the fitted curve at half-maximal effect; % is scaled to controls: 0 for no effect and ±100 for the full control effect; nearly all actives have a fitted effect of over 60% in size
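BAZ2B 50 nM plus b-H3(5-23)K14Ac 50 nM, PBS pH 7.4/0.01% Tween-20, 30 min RT; compound added (max 110 uM), 30 min RT; streptavidin donor/Ni-chelate acceptor beads 10 ug/mL final, 20 min dark; AlphaScreen read.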
PI4K2A block = PI4K2A (human) kinase inhibition. AID 1346378. activity change, negative = inhibition, % at 76.9 µM. purified PI4K2A, ADP-Glo luminescence, 1 h; hits give low values. actives 0.13% (n = 420,000); in the data active = activity change below about -50%; inconclusive = mostly about -30% to -49%;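 also: -100% = wells without enzyme as full effect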
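ADP-Glo luminescence measured ADP generated by PI4K2A enzyme (4 ug/mL before mixing) with 1.2 mM PI substrate (pre-mix) and 300 microM ATP (pre-mix). Tris pH7.5 buffer with MgCl2, Triton X-100; 1 h reaction at ambient temperature.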
JMJD2A Tudor = inhibitors of human JMJD2A Tudor domain; O75164; AlphaScreen JMJD2A-Tudor / H3K4me3 peptide binding; Potency, µM (highest dose often 114 µM), without a hit: at the highest dose activity change, negative = inhibition, usual class: inhibitors; actives 4.4% (n = 390,000); AID 504339; also: potency is read from the fitted curve at half-maximal effect; % is scaled to controls: 0 for no effect and ±100 for the full control effect; nearly all actives have a fitted effect of over 50% in size
Active calls of the source: *; i = inactive; u = inconclusive; x = not tested or not shown; [ ] = remark or other dose. Unless noted, calls follow the shape of the dose curve; as a rule, active = well fitted curve in the direction sought with a large enough effect; inconclusive = small, poorly fitted or top-dose-only effect, or another doubt; inactive = no such curve, though single readings can be large; an effect the other way counts as inactive or inconclusive. Compounds were not picked by outcome, and some 11% of all compounds hit somewhere here.

SMILES | G9a inh | Pin1 inhibitor | PGK inhibitor | GLS inhibitor | HP1b chromo inh | ERG-DNA inh | BAZ2B block | PI4K2A block | JMJD2A Tudor
Cc1ccccc1C(=O)NNC(=O)CSc1nc(-c2ccccc2)cc(=O)[nH]1 | -58% | 8% | 0% | 1% | 38%[activator] | -8% | -7% | -2 | -1%
CC(=O)c1cnn(-c2cc(Oc3ccc(F)cc3)ncn2)c1C | 22% | -5% | i | -3% | 7% | -5% | u | -11 | -16%
CCc1cc2ccc(OC)cc2nc1SCC(=O)Nc1cc(C)on1 | -2% | 1% | 1% | -1% | 27% | -5% | 71%[activator] | 7 | -13%
CCc1ccc(N2CCN(CCNC(=O)Nc3ccc(OC)cc3)CC2)cc1 | 0%[0.501 µM] | 1% | 8% | 22% | 7% | 0% | -6% | -2 | -18%
O=C(COC(=O)C1Cc2ccccc2CN1C(=O)c1ccccc1)Nc1ccc(SC(F)F)cc1 (stereo unspecified) | 79µM* | 6% | -10% | -2% | u | -3% | -12% | -3 | -32%
Cc1cccn2c(CN(C)C3CCOC3)c(C(=O)N3CCCCC3)nc12 (stereo unspecified) | x | -6% | -5% | -3% | 35% | -3% | -20% | 2 | -11%
Cc1cc(N=Nc2ccccc2)cc(C)c1NC(=O)C(F)(F)F | x | 4% | -1% | 4% | -15% | 9% | x | -5 | u
CCOC(=O)CN1N=C(/C=C/c2ccc(OC)cc2)CCC1=O | 43% | 0% | 4% | 6% | 35% | 5% | -4% | 3 | -11%
CCOc1ccc(NC(=O)c2cc3cc(C)ccc3n2C)cc1 | 6%[59 µM] | -4% | 1% | -6% | 7% | 2% | 0% | -1 | -13%
Cc1ccc(Nc2nc(N)nc(-c3oc4ccccc4c3C)n2)cc1 | 15%[12.7 µM] | 4% | -12% | -26% | 15% | 7% | -4% | -7 | -8%
Clc1ccc(-c2nc(Cc3ccccc3Cl)no2)cc1 | 372%[activator] | 1% | 1% | 8% | 42% | 0% | 316%[activator] | -3 | 4%
COc1cc(/C(C)=N/N2CCN(c3ccccc3OC)CC2)ccc1O | -14% | -3% | i | 14% | 9% | 7% | -24% | 0 | u
FC(F)Sc1ccc(N=C2NN=C(c3ccc4c(c3)OCCO4)CS2)cc1 | x | 8% | -4% | x | u | -8% | -7% | -15 | -23%
CN(C)C(=O)c1ccccc1-c1ccccc1 | 1%[59 µM] | 2% | -2% | 6% | 34% | 3% | 2% | 1 | -15%
COC(=O)c1ccccc1NC(=S)NC(=O)COc1ccccc1Cl | u | 0% | -8% | 7% | 27% | -2% | 5% | -3 | -12%
CCOc1cccc(C2CC(=O)Nc3cc4c(cc32)OCCO4)c1 (stereo unspecified) | -7%[59 µM] | -4% | 11% | 7% | 7% | 1% | -24% | 1 | -29%
Cc1noc(C)c1COc1ccc(C(=O)OCC(=O)c2ccc3c(c2)OCCO3)cc1 | 3%[12.7 µM] | -2% | -8% | -4% | 25% | -7% | -1% | 3 | 4%
COc1cc(NC(=S)NC(=O)c2ccc(C(C)(C)C)cc2)ccc1NC(=O)c1cccs1 | u | 13% | -3% | 17% | 0% | 1% | -7% | 2 | -35%
Cc1cc(NC(=O)c2cc(-c3ccc(Br)cc3)on2)no1 | -41% | -3% | i | -2% | 30% | -1% | -22% | 2 | -11%
COc1cc(NC(=O)C(NC(=O)C2CCC(C)CC2)C(C)C)cc(OC)c1OC (stereo unspecified) | 8%[59 µM] | -5% | -8% | -3% | 45%[activator] | 1% | -2% | -2 | -4%
COC(=O)[C@@H]1C[C@H]2CC[C@H](O)C[C@H]2N1Cc1ccc(C(C)(C)C)cc1 | -10%[12.7 µM] | 9% | -5% | 13% | 27% | 12% | -2% | -6 | -17%
COc1ccccc1NS(=O)(=O)c1cccc(C(=O)N2CCN(C/C=C/c3ccccc3)CC2)c1 | 3% | -6% | -7% | -7% | 3% | -14% | u | 1 | -28%
CCOc1ccc(CCNC(=O)COC(=O)c2cc([N+](=O)[O-])ccc2N2CCOCC2)cc1OCC | x | -7% | -9% | 2% | 17% | 2% | u | 0 | u
O=S(=O)(c1ccc(SCc2ccccc2F)nc1)N1CCCC1 | -36%[59 µM] | 3% | -7% | -2% | 137%[activator] | 3% | 61%[activator] | 1 | 55%[activator]
CCOC(=O)c1sc(N/N=C/c2cc(Br)c(O)c(OC)c2)nc1C | -62%[59 µM] | 36%[activator] | -6% | -4% | 1% | 0% | -25% | -2 | -29%
CC1CCN(C(=O)C2CCN(c3nnc(-n4cccc4)s3)CC2)CC1 | 7% | -2% | 2% | 8% | 26% | 15% | -38% | -4 | -18%
Cc1cc(C(=O)OCC(=O)N2CCOCC2)c2ccccc2n1 | 0%[59 µM] | -1% | 4% | 9% | u | -5% | 7% | -2 | 35µM*
Cc1ccc(-c2nn3nnnc3c3ccccc23)cc1C | -2%[0.501 µM] | -1% | -5% | 1% | 14% | 4% | u | -1 | -7%
O=C(Nc1nnc(-c2ccco2)o1)c1ccc2ccccc2c1 | -4%[59 µM] | 2% | -12% | -4% | 48%[activator] | 12% | 8% | -10 | -15%[57.1 µM]
CC1=NN2C(=N)/C(=C\c3cc(C)n(-c4ccc(C)cc4)c3C)C(=O)N=C2S1 | u | 20% | 0% | -10% | 18% | 0% | -15% | -3 | 3%
COc1cc2nc(CN3CCN(S(=O)(=O)c4ccccc4)CC3)[nH]c(=O)c2cc1OC | u | -5% | -8% | 4% | 23% | 3% | -2% | -6 | -19%
O=C(CCn1c(=O)c2sccc2n(CC(=O)NCc2ccco2)c1=O)NCc1ccccc1 | u | 45%[activator] | -9% | -8% | 45%[activator] | 4% | -4% | 4 | -15%
CCOC(=O)C(NCCc1ccccc1F)(NC(=O)CC)C(F)(F)F (stereo unspecified) | -8%[59 µM] | -4% | i | 0% | 22% | 10% | -3% | -2 | -12%
CC(C)(C)c1cc2nc3c(c(=O)n2[nH]1)CN(Cc1ccccc1)C3=O | u | -1% | -4% | 6% | 38% | -7% | u | 4 | -12%
CCc1nc2nc(C)c(NS(=O)(=O)c3ccc(Br)s3)c(=O)n2[nH]1 | 50µM* | 4% | -3% | 31% | 78%[activator] | -12% | 11% | -1 | u
Cc1oc2ccc(OS(C)(=O)=O)cc2c1C(=O)OC(C)C | 12%[59 µM] | 0% | -6% | 0% | 0% | -4% | 5% | -2 | u
CCOC(=O)CSc1ccc(S(=O)(=O)N2CCC(C)CC2)cc1[N+](=O)[O-] | 8% | 7% | -3% | 6% | 2% | 5% | 2% | -3 | -22%
O=C(CC(Nc1ccc(F)cc1)C(=O)OCC(=O)c1cccs1)c1ccccc1 (stereo unspecified) | u | 13% | 0% | 13% | 9% | x | -11% | 4 | -30%
CCOc1ccc(CNS(=O)(=O)c2ccc(-c3coc(C)n3)cc2)cc1 | 10%[12.7 µM] | 0% | 7% | 0% | 15%[57 µM] | 4% | -4% | 0 | -22%
O=c1c2ccccc2cnn1Cc1n[nH]c(=S)n1-c1ccccc1 | 7.9µM* | 1% | -1% | 2% | 28% | -1% | 6% | -1 | 25µM*
O=C(CSc1n[nH]c(-c2ccco2)n1)Nc1ccccc1 | -48% | -4% | -2% | 8% | 6% | 2% | -35% | -6 | -21%
CCc1ccccc1Nc1ccc(C(=O)O)cc1N | -40%[12.7 µM] | u | -1% | u | 0% | -5% | u | -3 | -32%
O=C(Nc1ccc(F)cc1)N1CCn2c(nc3ccccc32)C1 | 14%[59 µM] | -4% | -1% | -1% | 21% | 4% | -6% | 1 | -6%
Cc1ccc(/C=N/n2c(C3CCCCC3)n[nH]c2=S)cc1 | 10µM* | -2% | -5% | 37%[activator] | -20% | -2% | 3% | 4 | u
CCOc1ccc(N2CC(C(=O)N/N=C/c3sccc3C)CC2=O)cc1 (stereo unspecified) | -11% | -4% | -2% | 0% | 26% | 2% | -6% | -2 | -13%
COc1ccc(C2/C(=C(/O)c3ccc4c(c3)CC(C)O4)C(=O)C(=O)N2CCN2CCOCC2)cc1 (stereo unspecified) | 45µM* | -5% | 3% | 8% | 8% | -3% | -3% | 4 | -16%
NC1=C(c2ccc(F)cc2)C(=O)CS1 | 12%[0.501 µM] | 6% | -9% | 4% | 13% | 2% | u | -9 | -36%
COc1ccc(C(=O)NCc2nnnn2-c2ccc(C)c(C)c2)cc1 | 10%[59 µM] | -7% | -10% | -10% | 18%[57 µM] | -2% | 9% | -8 | -15%
CCn1cc2nc(SCc3ccccc3)n(Cc3ccc(C)cc3)c(=O)c2n1 | 2%[59 µM] | u | -1% | -13% | 22% | 1% | -3% | -6 | -7%
CCO/C=C/C(O)(CNC(=O)COc1ccccc1F)C(F)(F)F (stereo unspecified) | -14%[59 µM] | -2% | -5% | -7% | 28% | 10% | 9% | -2 | -1%
COc1ccc(-n2c(=O)[nH]cc(C(=O)Nc3ccc(NC(C)=O)cc3)c2=O)cc1 | -29% | -3% | 7% | 6% | 39%[activator] | x | 0% | -2 | -12%

Screening data deposited in PubChem BioAssay by National Center for Advancing Translational Sciences (NCATS).
